Screening results (PubChem BioAssay)
HBB splicing = modulators of hemoglobin beta chain splicing; Potency, µM (top dose mostly 46.1 µM), inactives show at the top dose activation, actives largely listed as activators; HBB splicing reporter cell assay, activation; EGFP reporter with mutant IVS2-654 intron; response scale: normalised to 500 nM splice-correcting PNA; hit rate 0.06% among 65,000; AID 925; also: potency is read from the fitted curve at half-maximal effect; 0% is about no effect
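Compounds were applied for 2 days to HeLa EGFP-654 cells, 500/well in Optimem with 2% FCS. The reporter's EGFP is disrupted by mis-splicing of beta-globin intron IVS2-654. Readout: summed well GFP fluorescence from 488 nm laser scanning; reference was 500 nM antisense […] 654 PNA.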
HADH2 inh = inhibitors of human HADH2 dehydrogenase. Q99714. recombinant HADH2, NADH fluorescence, beta-hydroxybutyryl-CoA. Potency, µM (titrated, usually from 57.1 µM), inactives show at the highest dose activity change, negative = inhibition, most hits filed as inhibitors. hit rate 3.4% among 73,000. AID 886; also: potency is read from the fitted curve at half-maximal effect; % is scaled to controls: 0 for no effect and ±100 for the full control effect; nearly all actives have a fitted effect of over 60% in size; many of its hits are not listed in these tables
Target sequence (Q99714 whole entry, looked up, one chain of several): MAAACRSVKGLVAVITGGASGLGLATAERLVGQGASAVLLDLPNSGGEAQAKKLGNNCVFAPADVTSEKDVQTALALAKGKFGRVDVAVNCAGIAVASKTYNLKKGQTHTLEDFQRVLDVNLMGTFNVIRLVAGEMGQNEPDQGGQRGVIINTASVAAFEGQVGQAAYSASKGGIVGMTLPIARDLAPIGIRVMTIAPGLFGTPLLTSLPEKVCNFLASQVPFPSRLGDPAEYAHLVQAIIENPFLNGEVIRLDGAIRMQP
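20 nM HADH2 + cpd, 15 min RT; add 1 mM NAD+/90 uM beta-hydroxybutyryl-CoA; kinetic fluorescence 360/450 nm, 4 min. Tris-HCl pH 9.0, 0.01% Tween-20.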
ALOX15 inhib = blocks human 15-lipoxygenase activity; P16050; Potency, µM (series often up to 57.1 µM), inactives show top-dose activity change, negative = inhibition, actives largely listed as inhibitors; purified 15hLO-1, xylenol orange hydroperoxide absorbance; hit rate 1.4% among 74,000; also: potency is read from the fitted curve at half-maximal effect; % is scaled to controls: 0 for no effect and ±100 for the full control effect; nearly all actives have a fitted effect of over 55% in size
Target sequence (P16050 whole entry, looked up): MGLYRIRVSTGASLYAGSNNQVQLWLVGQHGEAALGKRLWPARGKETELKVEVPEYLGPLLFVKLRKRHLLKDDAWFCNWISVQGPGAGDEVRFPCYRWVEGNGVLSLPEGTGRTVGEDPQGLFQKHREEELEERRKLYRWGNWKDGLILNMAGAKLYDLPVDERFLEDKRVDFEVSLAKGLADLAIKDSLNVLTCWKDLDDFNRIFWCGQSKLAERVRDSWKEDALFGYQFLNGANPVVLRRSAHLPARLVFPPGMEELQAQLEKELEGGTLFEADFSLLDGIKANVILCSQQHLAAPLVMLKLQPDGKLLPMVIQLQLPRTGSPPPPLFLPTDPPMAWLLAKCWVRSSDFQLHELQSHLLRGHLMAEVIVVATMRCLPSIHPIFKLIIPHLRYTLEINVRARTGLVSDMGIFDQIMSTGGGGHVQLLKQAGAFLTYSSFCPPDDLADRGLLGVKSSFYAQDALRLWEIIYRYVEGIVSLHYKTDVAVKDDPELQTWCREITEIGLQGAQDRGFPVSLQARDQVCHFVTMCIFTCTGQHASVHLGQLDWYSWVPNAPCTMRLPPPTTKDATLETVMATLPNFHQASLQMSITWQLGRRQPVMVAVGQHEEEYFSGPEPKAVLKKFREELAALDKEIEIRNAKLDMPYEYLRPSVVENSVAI
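Hydroperoxide formed from arachidonic acid (50 uM) by purified human 15hLO-1 (40 nM) oxidizes ferrous iron, and the ferric-xylenol orange complex is read at 573 versus 405 nm. Compounds were preincubated 15 min; reaction ran 6 min at room temperature.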
USP2a inh = blocks human ubiquitin-specific protease USP2a. USP2a enzymatic assay, qHTS inhibition. Potency, µM (highest dose often 38.3 µM), for inactives: top-dose activity change, negative = inhibition, most hits filed as inhibitors. AID 927. hit rate 0.1% among 60,000;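 also: potency is read from the fitted curve at half-maximal effect; nearly all actives have a fitted effect of over 60% in size; plate controls were DMSO for no effect and NEM full inhibition control for full effect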
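USP2 core (20 nM final) was preincubated with compound for 30 min at RT in 20 mM Tris-HCl pH 8.0, 2 mM CaCl2, 2 mM beta-mercaptoethanol; Ub-PLA2 (20 nM) plus NBD C6-HPC (20 uM) then added, fluorescence read after 2.5 h.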
CRE-bla Fsk = modulators of forskolin-stimulated CRE signaling in CHO cells. CHO CRE-bla reporter (cAMP response element driving beta-lactamase), forskolin EC10, beta-lactamase ratio. Potency, µM (doses to about 38.2 µM), for the others: at the top dose activity change, negative = inhibition, hits mostly activators. hit rate 2.5% among 71,000. AID 662; active = well fitted activation curve with a large enough effect in the signal ratio, with a control signal flat, not every such curve was filed as active; inconclusive = small, poorly fitted or top-dose-only effect, or effect the other way, or a change in a side signal; the % refers to the signal ratio; also: potency is read from the fitted curve at half-maximal effect; % of control where 0% means no effect
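The 460nm/530nm emission ratio after CCF4 loading defined %Activity, from which AC50 values were obtained. CRE-bla CHO cells received compound dilution series together with an EC10 level of NKH 477 for 3 hours at 37 degrees Celsius.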
Pol III holo inh = DNA polymerase III holoenzyme inhibition | reconstituted DNA polymerase III holoenzyme replication, biochemical | Potency, µM (top dose mostly 57.1 µM), without a hit: at the top dose activity change, negative = inhibition | hit rate 0.25% among 71,000; also: potency is read from the fitted curve at half-maximal effect; % is scaled to controls: 0 for no effect and ±100 for the full control effect
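Reconstituted *E. coli* holoenzyme (0.35 nM Pol III, 1 nM beta, 154 nM SSB, 2 nM primase) was preincubated with compound for 15 min at RT. Synthesis on 1.4 nM ssM13Gori ran 35 min, then was stopped with PicoGreen/EDTA and read as dsDNA fluorescence.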
BRCT inh red = disrupts BRCA1 BRCT binding to phosphoprotein, red fluorophore readout; BRCT-phosphopeptide binding, red fluorescence polarization; AID 892; hit rate 0.03% among 75,000; Potency, µM (titrated, usually from 76.9 µM), for inactives: at the top dose activity change, negative = inhibition, most hits filed as inhibitors; also: % is scaled to controls: 0 for no effect and ±100 for the full control effect
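Rhodamine-labelled pBACH1 10-mer (100 nM) bound to BRCT domain (100 nM) at pH 7.3; compounds incubated 12 min room temperature, polarization read. Free peptide defines full inhibition; unlabelled decapeptide titrated as control.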
Ub-GFP proteasome = inhibits proteasome, raising ubiquitin-GFP reporter fluorescence | Ubiquitin-GFP reporter cells, proteasome inhibition, GFP fluorescence; response scale: untreated = 0%, 10 µM MG-132 = 100% | Potency, µM (doses to about 45.9 µM), without a hit: at the highest dose activation (GFP accumulation), most hits filed as activators | 67,000 tested, under 10 active; active = well fitted activation curve with a large enough effect, not every such curve was filed as active; inconclusive = small, poorly fitted or top-dose-only effect, or another doubt; inactive = no such curve, though single readings can be large or run the other way; also: potency is read from the fitted curve at half-maximal effect
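Proteasome blockade was scored as a rise in GFP-expressing U2OS cells carrying a ubiquitin(G76V)-GFP construct, imaged after 4 hr compound treatment at 37 °C across a 46 uM–2.9 nM series.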
BRCT inh green = BRCA1 BRCT-phosphoprotein interaction inhibition; P38398; BRCA1 BRCT-phosphopeptide binding, green fluorescence polarization; Potency, µM (doses to about 76.9 µM), inactives show at the top dose activity change, negative = inhibition, most hits filed as inhibitors; hit rate 0.05% among 75,000;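 also: potency is read from the fitted curve at half-maximal effect; plate controls were peptide without protein for full effect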
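Fluorescence polarization: His-tagged BRCT (~35 kDa BRCA1 C-terminus, 250 nM) bound to 100 nM fluorescein-labeled phosphorylated 10-aa BACH1 peptide, pH 7.3 phosphate buffer with DTT and Tween 20. Compounds incubated 12 min at room temperature; inhibition read as lowered polarization.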
GFP derepression = derepresses silenced GFP locus in mouse C127i cells; AID 597; mouse C127i GFP locus derepression, cytometry, 30 h; hit rate 0.09% among 68,000; Potency, µM (highest dose often 46.1 µM), without a hit: top-dose GFP derepression (activation); also: % of control where 0% means no effect
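Locus derepression in mouse mammary C127i cells whose integrated CMV-GFP reporter is normally silent; GFP expression after 30 h compound treatment was quantified by counting fluorescent cells.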
Hsp90 Hop PPI = changes Hsp90-Hop TPR2A binding signal, up or down; AlphaScreen TPR2A-His6 binding biotin-Hsp90 C-terminal peptide; Potency, µM (series often up to 57 µM), for the others: at the top dose activity change, negative = inhibition; hit rate 0.44% among 71,000; AID 595; active = well fitted curve in either direction with a large enough effect; inconclusive = small, poorly fitted or top-dose-only effect, or another doubt; also: potency is read from the fitted curve at half-maximal effect; % is scaled to controls: 0 for no effect and ±100 for the full control effect; many of its hits are not listed in these tables
The depositor's hits bear a star; u = inconclusive; x = not tested or not shown; [ ] = another dose, or the depositor's remark. Unless noted, calls follow the shape of the dose curve; as a rule, active = well fitted curve in the direction sought with a large enough effect; inconclusive = small, poorly fitted or top-dose-only effect, or another doubt; inactive = no such curve, though single readings can be large; an effect the other way counts as inactive or inconclusive. These rows are one share of the data. The share of hits here may be higher or lower than overall.

Compound	HBB splicing	HADH2 inh	ALOX15 inhib	USP2a inh	CRE-bla Fsk	Pol III holo inh	BRCT inh red	Ub-GFP proteasome	BRCT inh green	GFP derepression	Hsp90 Hop PPI
NC(=NCc1ccc(Cl)cc1)SCCCc1cnc[nH]1	x	6%	-13%[25.6 µM]	x	-7%	0%	0.4%	1%	-1.3%	-1%	-1%
c1ccc(CCN2CCC(N3CCN(c4ccccc4)CC3)CC2)cc1	0.4%[9.22 µM]	2%	2%	0%	1%	9%	0.5%	-2%	-0.7%	0%	-5%
CN1Cc2ccccc2[C@@H]2c3cccc4[nH]cc(c34)C[C@H]21	x	15%	u	x	u	-22%	-2.4%	-3%	2.5%	-4%	-26%
Nc1c(Br)cc([N+](=O)[O-])cc1[N+](=O)[O-]	-0.4%	-7%	0%	x	3%	-6%	-1.7%	x	-1.3%	x	-5%
CC(C)C(=O)CP(=O)(O)O	-0.4%[9.22 µM]	4%[11.4 µM]	10%[11.4 µM]	x	2%[7.6 µM]	4%[11.4 µM]	0.2%[15.4 µM]	5%[9.17 µM]	2.4%[15.4 µM]	7%[9.22 µM]	-2%[11 µM]
CC(C)N(CC[C@@](C(N)=O)(c1ccccc1)c1ccccn1)C(C)C	-0.6%[20.6 µM]	3%[25.6 µM]	5%[25.6 µM]	-7%[17.1 µM]	-3%[17.1 µM]	-6%[25.6 µM]	0.3%[34.4 µM]	-7%[20.5 µM]	0.9%[34.4 µM]	7%[20.6 µM]	u
O=C(c1cc(-c2ccccc2)nc2ccccc12)N1CCC2(CC1)OCCO2	2.9%	-6%	4%	11%	-13%	16%	-0.9%	-10%	-1.1%	-3%	-5%
O=C(c1cc(-c2ccncc2)nc2ccccc12)N1CCC2(CC1)OCCO2	5.0%[1.84 µM]	-1%	-3%	-2%	u	1%	-1.0%	11%	0.9%	-2%	-1%
Cn1c(O)c(C(=NCCN2CCCCC2)c2ccccc2Cl)c(=O)n(C)c1=O	-5.7%	2%	8%	-4%	u	0%	1.9%	10%	1.4%	3%	-2%
O=C(O)C1=CCCN(CCOC(c2ccc(C(F)(F)F)cc2)c2ccc(C(F)(F)F)cc2)C1	x	5%	u	x	u	-3%	-7.0%	2%	0.1%	-1%	-4%

The listing continues.
Compound	HBB splicing	HADH2 inh	ALOX15 inhib	USP2a inh	CRE-bla Fsk	Pol III holo inh	BRCT inh red	Ub-GFP proteasome	BRCT inh green	GFP derepression	Hsp90 Hop PPI
Cc1nc2ccccc2c(=O)n1-c1cccc(O)c1	0.0%	u	5%	-2%	-2%	-1%	-0.9%	2%	2.0%	0%	-3%
O=C(Cl)c1ccccc1F	-1.1%	5%	u	x	-2%	2%	-1.5%	x	-0.5%	x	3%
CCCCCc1cc(O)cc(O)c1	-0.9%	0%	-3%	x	-2%	-11%	0.0%	x	-2.5%	x	-1%
COC(=O)[C@]1(C)C[C@H]1[C@H](NP(=O)(c1ccccc1)c1ccccc1)c1ccccc1	0.6%	10%	4%	x	-20%	3%	0.2%	x	-2.0%	x	-8%
Cc1cnn(C2CCN(C)CC2)c1N	-0.1%[57.5 µM]	-1%	u	1%	-10%	u	-1.3%	-3%	-4.0%	-3%	-5%
O=C1NC(=O)[C@]2(Cc3ccccc3N3CCN(c4ccccc4)CC32)C(=O)N1Cc1ccccc1 (some centres undefined)	-1.4%	-2%	-28%	43%[activator]	u	5%	0.8%	0%	0.5%	3%	-10%
CC(=O)Nc1ccc2c(c1)CC1(C(=O)N(C)C(=O)N(C)C1=O)C1CCCN21 (centres undefined)	-0.8%	5%	-1%	5%	10%	-6%	-0.6%	5%	-1.5%	3%	-4%
COc1ccc2[nH]c3c(c2c1)CCN=C3C	-0.1%[20.6 µM]	24%[25.6 µM]	u	11%[17.1 µM]	-18%[17.1 µM]	-9%[25.6 µM]	1.0%[34.4 µM]	-11%[20.5 µM]	4.6%[34.4 µM]	4%[20.6 µM]	-21%[26 µM]
O=C(CN1C(=O)COc2ccc(Cl)cc21)Nc1ccc2c(c1)OCCO2	0.0%	1%	u	9%	-10%	1%	-1.2%	2%	-1.2%	0%	1%
COC(=O)CC1(CC(=O)OC)C(=O)NC(=O)NC1=O	0.2%[9.22 µM]	10%	2%	5%	2%	1%	1.0%	20%	-1.6%	0%	-3%

Gathered by group: the compounds so far with fluorine (two)
Compound	HBB splicing	HADH2 inh	ALOX15 inhib	USP2a inh	CRE-bla Fsk	Pol III holo inh	BRCT inh red	Ub-GFP proteasome	BRCT inh green	GFP derepression	Hsp90 Hop PPI
O=C(O)C1=CCCN(CCOC(c2ccc(C(F)(F)F)cc2)c2ccc(C(F)(F)F)cc2)C1	x	5%	u	x	u	-3%	-7.0%	2%	0.1%	-1%	-4%
O=C(Cl)c1ccccc1F	-1.1%	5%	u	x	-2%	2%	-1.5%	x	-0.5%	x	3%

Some entries already given, limited to Pol III holo inh and ALOX15 inhib.
Molecule,Pol III holo inh,ALOX15 inhib
O=C1NC(=O)[C@]2(Cc3ccccc3N3CCN(c4ccccc4)CC32)C(=O)N1Cc1ccccc1 (some centres undefined),5%,-28%
CC(=O)Nc1ccc2c(c1)CC1(C(=O)N(C)C(=O)N(C)C1=O)C1CCCN21 (centres undefined),-6%,-1%
COc1ccc2[nH]c3c(c2c1)CCN=C3C,-9%[25.6 µM],u
O=C(CN1C(=O)COc2ccc(Cl)cc21)Nc1ccc2c(c1)OCCO2,1%,u
COC(=O)CC1(CC(=O)OC)C(=O)NC(=O)NC1=O,1%,2%

(continued)
Compound	HBB splicing	HADH2 inh	ALOX15 inhib	USP2a inh	CRE-bla Fsk	Pol III holo inh	BRCT inh red	Ub-GFP proteasome	BRCT inh green	GFP derepression	Hsp90 Hop PPI
CCCCOC(=O)c1ccccc1N	1.2%	20µM*	-1%	x	10%	-2%	1.2%	x	-1.4%	x	-2%
NC(=O)CI	2.1%	16µM*	32µM*	25µM*	-9%	-9%	-2.4%	-2%	-3.0%	-1%	-2%
COc1cccc(C2=NOC(C(=O)N3CCC4(CC3)OCCO4)C2)c1 (centres undefined)	3.0%	8%	6%	5%	u	-1%	-0.2%	-7%	-0.3%	2%	-2%
c1ccc2cc3c(cc2c1)-c1cccc2cccc-3c12	0.3%	19%	-7%	x	u	-3%	1.0%	x	-1.8%	x	21%
Cc1cc(NC(=O)COC(=O)c2c(C)nn(Cc3ccccc3)c2Cl)no1	-1.6%	13%	-8%	2%	-5%	8%	-1.3%	-2%	-1.9%	-2%	0%
O=C1N[C@@]2(CN3CCC2CC3)C(=O)N1CN(Cc1ccccc1)c1ccccc1	2.7%[9.22 µM]	8%[11.4 µM]	7%[11.4 µM]	x	-4%[7.6 µM]	-12%[11.4 µM]	-0.7%[15.4 µM]	-2%[9.17 µM]	-1.0%[15.4 µM]	-3%[9.22 µM]	3%[11 µM]
COc1ccc2c(c1)[nH]c1c(C)nccc12	-1.2%[20.6 µM]	-8%[25.6 µM]	7%[25.6 µM]	2%	u	7%[25.6 µM]	-6.3%	0%[20.5 µM]	1.9%	2%[20.6 µM]	-7%[26 µM]
CC1=C(C(=O)Nc2ccccc2)SCCO1	-0.2%	u	5%	0%	-3%	-3%	0.0%	-9%	-0.3%	0%	-1%
CC(=O)Nc1ccc(OC(=O)N2CCCCC2)cc1	x	-1%	4%	-7%	6%	-2%	-0.3%	-2%	-0.6%	-2%	-1%
O=C(CCCCCn1c(=S)[nH]c2ccccc2c1=O)N1CCC2(CC1)OCCO2	4.7%	0%	-24%	13%	u	-6%	-0.1%	-2%	0.0%	-1%	-2%
CC(=O)c1cccc(NC2=NCC(C)S2)c1 (centres undefined)	-0.2%	-1%	7%	x	6%	2%	0.0%	-3%	-0.9%	0%	-8%
CC12CC1(C)C(=O)N(c1cc(Cl)cc(Cl)c1)C2=O (centres undefined)	-0.6%	-8%	-6%	x	-16%	-1%	1.4%	x	-2.6%	x	-1%
